Screens from PubChem.
Rat MKP-3 inhibitors: MKP-3 phosphatase inhibitors, primary screen, biochemical, rat enzyme, in vitro (AID 425); Dual specificity protein phosphatase 6 (Rattus norvegicus); recombinant MKP-3 phosphatase activity, fluorescence; higher % means a stronger effect; inhibition, % at 20 µM; hits with a dose series show IC50 in µM; hit rate 0.17% among 110,000; in the data active = inhibition above about 50%;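 note: plate controls were vehicle for no effect and reference inhibitor for full effect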
Hsp70 displacement: Hsp70 inhibitors, probe displacement, primary screen, biochemical, fluorescence polarization (AID 583); Heat shock 70 kDa protein 1A (Homo sapiens); Hsp70 fluorescence polarization probe displacement, mP; higher % means a stronger effect; one-dose displacement, % at 20 µM; IC50 in µM for titrated hits; hit rate 0.06% among 140,000; in the data active = displacement above about 50%;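 note: plate controls were vehicle for no effect and reference ligand for full effect; a part of the inactive calls stands beside numbers as strong as those of hits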
The depositor's hits bear a star; nt = not tested or not shown; & = joins results of further samples.

SMILES | Rat MKP-3 inhibitors | Hsp70 displacement
NC(=O)OC(c1ccccc1[N+](=O)[O-])P(=O)(c1ccccc1)c1ccccc1 (configuration not stated) | -2% | 4.5%
CCC(=O)Nc1ccccc1C(=O)N1CCN(Cc2ccccc2)CC1 | 4%&-5% | -2.0%&2.0%
Cc1nnc(NC(=O)CCC(=O)N2CCC(C)CC2)s1 | 1% | -1.4%
Cn1c(CCc2ccccc2)nnc1SCC(=O)N1CCCC1 | -12% | 1.4%
CCOC(=O)C1=C(CSCc2ccccc2)NC(=O)NC1c1cc(C)ccc1C (configuration not stated) | nt | -7.8%
NC(=O)CSc1nnc(-c2ccc(S(=O)(=O)N3CCOCC3)cc2)n1CC1CCCO1 (configuration not stated) | -7% | -3.9%
CCN(CC)CCN1C(=O)C(=O)/C(=C(/O)c2ccncc2)C1c1ccccc1 (configuration not stated) | 0% | -2.1%
O=C(Nc1sc2c(c1C(=O)NCC1CCCO1)CCCC2)c1cccs1 (configuration not stated) | -7% | 3.5%
Cc1ccc(CCSc2ccc(F)cc2)cn1 | 4% | 0.4%
CN1CC(=O)NC1=NC(=O)c1cc(F)c(F)cc1Cl | -9% | -1.6%
Cc1ccc(N(C(C)C(=O)Nc2ccc(S(=O)(=O)N3CCOCC3)cc2)S(C)(=O)=O)cc1 (configuration not stated) | 1% | -0.4%
CCOC(=O)c1cccc(NC(=O)CSc2nnc(-c3ccoc3C)n2CCOC)c1 | 4% | 2.5%
Cc1ccc(N2C(=O)C3C4CC(=O)C(c5ccccc54)C3C2=O)cc1 (configuration not stated) | 1% | 1.2%
COc1cccc(N2CC(C(=O)Nc3ccc(C(=O)OC(C)C)cc3)CC2=O)c1 (configuration not stated) | 2% | 6.5%
CCOC(=O)CNC(=O)CSc1nnc(Cn2c(=O)sc3ccccc32)n1-c1ccccc1C | -4% | -0.1%
CCc1nnc(NC(=O)C2CCCN(c3nc(C)cc(C)n3)C2)s1 (configuration not stated) | 0% | -0.9%
CC1(O)c2ccccc2C(=O)N1Cc1ccccc1 (configuration not stated) | 1%&-1% | 1.7%&4.3%
CC1CCN(S(=O)(=O)c2ccc(NC(=O)CSc3nnnn3C)cc2)CC1 | -1% | 3.4%
CS(=O)(=O)N1CCN(c2ncccn2)CC1 | 17% | -0.6%
Cc1cc(C)c2[nH]c(=O)c(CN(Cc3ccco3)C(=O)C3CCCO3)cc2c1 (configuration not stated) | 1% | -0.9%
Cc1ccccc1C1C2=C(CC(C)(C)CC2=O)NC2=C1C(=O)CC(C)(C)C2 | -4% | -0.3%
CC(=O)c1ccc2c(c1)C1C=CCC1C(c1ccc(Cl)cc1)N2 (configuration not stated) | 14% | 1.0%
CN(C)Cn1c(O)c(N=NC(=O)c2cccnc2)c2ccccc21 | 4% | -0.3%
O=C(NC(NC(=S)Nc1c(Cl)cccc1Cl)C(Cl)(Cl)Cl)c1cccc([N+](=O)[O-])c1 (configuration not stated) | 1% | -3.1%
O=C(c1ccco1)N1CCN(C(=O)c2ccc(COc3ccc(F)cc3)o2)CC1 | -2% | -1.7%
CCOC(=O)N1CCN(CC(O)COC2CC(C)CCC2C(C)C)CC1 (configuration not stated) | nt | -1.0%
COc1ccc(-c2nnc3sc(-c4ccccn4)nn23)cc1 | 0% | 0.8%
CCOC(=O)c1ccc(NC(=O)COc2ccc(Cl)cc2Br)cc1 | 4% | -2.4%
CCOCCOC(=O)c1cccc(NC(=O)C(C(C)C)N2C(=O)c3ccccc3C2=O)c1 (configuration not stated) | 3% | -7.4%
CN(C)CC(O)COc1cc2ccccc2cc1C(=O)N1CCCCC1 (configuration not stated) | -3% | 5.8%
O=C(CSc1nncs1)N1c2ccccc2Sc2ccccc21 | -3% | 2.0%
O=C(O)CC(CNS(=O)(=O)c1ccccc1)c1ccccc1 (configuration not stated) | -7% | -1.5%
O=C(c1cc(C2CC2)on1)N1CCOCC1 | -8% | -0.7%
COc1ccc(Cl)cc1NC(=O)c1ocnc1C | -5% | 2.7%
O=S(=O)(CCc1ccccc1)/N=C/c1cccs1 | -9% | -1.2%
CCn1cc(C(C)(C)C)c(C#N)c1NC(C)=O | -3% | -0.5%
COCC(C)OC(=O)c1c(N)n(CC(C)C)c2nc3ccccc3nc12 (configuration not stated) | nt | 1.3%
CCOC(=O)c1cc(-c2cccs2)nn1CCC#N | -7% | 8.4%
Cc1nc(SCc2ccccc2)c(C(F)(F)F)c(=O)[nH]1 | -2% | 3.0%
Nc1ncc(-c2cc3ccccc3oc2=O)s1 | -2% | 2.5%
Cc1ccc2nc(-c3ccccn3)cc(C(=O)NC3CCN(C)CC3)c2c1 | -4% | -0.6%
COc1ccc(C(=O)c2ccc(N3CCN(C4CC(=O)NC4=O)CC3)cc2)cc1F (configuration not stated) | 5% | 2.3%
CCOCCCN1C(=O)CN(C2CCCCC2)C(=O)C1c1ccc(OC)c(OC)c1 (configuration not stated) | -7% | -4.1%
CCSCCNC(=O)c1cc(-n2cnnc2)ccc1Cl | 0% | 0.3%
COc1cc(-c2ccc(NC(=O)c3ccc(F)cc3)c(OC)c2)ccc1NC(=O)c1ccc(F)cc1 | 1% | 0.2%

Rewritten with the structure last: entries from further up
Rat MKP-3 inhibitors | Hsp70 displacement | smiles
-7% | -1.5% | O=C(O)CC(CNS(=O)(=O)c1ccccc1)c1ccccc1 (configuration not stated)
-8% | -0.7% | O=C(c1cc(C2CC2)on1)N1CCOCC1

More structures:
SMILES | Rat MKP-3 inhibitors | Hsp70 displacement
CC(C)CC(=O)Nc1ccccc1N1CCCC1 | -5% | -3.4%
CC(=O)Nc1ccc(S(=O)(=O)Nc2nnc(C3CCCCC3)s2)cc1 | -1% | 1.1%
CCN(CC)CCCC(C)NC1=NCCCCC1 (configuration not stated) | 0% | -3.3%
Cc1ccc(C(=O)OCc2cn3ccccc3n2)cc1 | -7% | -0.1%
CC(=O)Nc1cccc(Oc2ccc(-c3noc(C)n3)cc2)c1 | -9% | 0.2%
O=c1c2ccccc2nc(SCc2nc3ccccc3s2)n1Cc1ccco1 | -8% | 3.1%
Cc1ccc(CCNC(=O)CN2CCN(Cc3ccccc3F)C2=O)cc1 | 4% | nt
COC(=O)c1c(-c2ccc(OC)c(OC)c2)csc1N | -16%&-2% | 3.5%&-2.7%
Cc1ccc(/C(O)=C2\C(=O)C(=O)N(CCCC(=O)O)C2/C=C/c2ccccc2)cc1 (configuration not stated) | -1% | 3.1%
CCN1C(=O)N(C)C2(c3ccccc3)N(C)C(=O)N(C)C12c1ccccc1 (configuration not stated) | -6% | 3.3%
COc1cc2[nH]c3c(N4CCN(c5ccccn5)CC4)ncnc3c2cc1OC | -2% | -2.0%
CCCOc1c(OC)cccc1C1CC(=O)Nc2cc(OC)c(OC)c(OC)c21 (configuration not stated) | -4% | 2.8%
Cc1ccccc1-n1c(SCC(=O)Nc2ccc3c(c2)OCO3)nnc1-c1ccccn1 | nt | -1.2%
COc1ccccc1OCc1nnc(SCC(=O)NCc2ccco2)n1-c1ccccc1 | nt | -0.2%
COc1ccccc1-c1nc2n(n1)C(c1ccccc1Cl)C(C(N)=O)=C(C)N2 (configuration not stated) | 1% | 3.8%

Exported with values under each structure: entries from further up
Screens in order – Rat MKP-3 inhibitors	Hsp70 displacement
- COc1ccc(C(=O)c2ccc(N3CCN(C4CC(=O)NC4=O)CC3)cc2)cc1F (configuration not stated)
→ 5%	2.3%
- CCOCCCN1C(=O)CN(C2CCCCC2)C(=O)C1c1ccc(OC)c(OC)c1 (configuration not stated)
→ -7%	-4.1%
- CCSCCNC(=O)c1cc(-n2cnnc2)ccc1Cl
→ 0%	0.3%
- COc1cc(-c2ccc(NC(=O)c3ccc(F)cc3)c(OC)c2)ccc1NC(=O)c1ccc(F)cc1
→ 1%	0.2%
- CC(C)CC(=O)Nc1ccccc1N1CCCC1
→ -5%	-3.4%
- CC(=O)Nc1ccc(S(=O)(=O)Nc2nnc(C3CCCCC3)s2)cc1
→ -1%	1.1%
- CCN(CC)CCCC(C)NC1=NCCCCC1 (configuration not stated)
→ 0%	-3.3%
- Cc1ccc(C(=O)OCc2cn3ccccc3n2)cc1
→ -7%	-0.1%
- CC(=O)Nc1cccc(Oc2ccc(-c3noc(C)n3)cc2)c1
→ -9%	0.2%
- O=c1c2ccccc2nc(SCc2nc3ccccc3s2)n1Cc1ccco1
→ -8%	3.1%
- Cc1ccc(CCNC(=O)CN2CCN(Cc3ccccc3F)C2=O)cc1
→ 4%	nt
- COC(=O)c1c(-c2ccc(OC)c(OC)c2)csc1N
→ -16%&-2%	3.5%&-2.7%
- Cc1ccc(/C(O)=C2\C(=O)C(=O)N(CCCC(=O)O)C2/C=C/c2ccccc2)cc1 (configuration not stated)
→ -1%	3.1%
- CCN1C(=O)N(C)C2(c3ccccc3)N(C)C(=O)N(C)C12c1ccccc1 (configuration not stated)
→ -6%	3.3%
- COc1cc2[nH]c3c(N4CCN(c5ccccn5)CC4)ncnc3c2cc1OC
→ -2%	-2.0%
- CCCOc1c(OC)cccc1C1CC(=O)Nc2cc(OC)c(OC)c(OC)c21 (configuration not stated)
→ -4%	2.8%

Carrying on.
SMILES | Rat MKP-3 inhibitors | Hsp70 displacement
O=C(COc1ccc(Br)cc1)Nc1cccc(I)c1 | 4% | 1.3%
CCCCCCN1C=CC(=C2C(=O)c3ccccc3C2=O)C=C1 | -4% | 6.6%
COc1ccc(-c2nnc(SC(=O)N3c4ccccc4Sc4ccccc43)o2)cc1 | 4% | -3.7%
CC(=O)c1cccc(NC(=O)CC2S/C(=N\N=C\c3ccccc3)NC2=O)c1 (configuration not stated) | 2% | 1.9%
CC1=C(C(=O)OC(C)C)C(c2ccccc2Cl)CC(=O)N1 (configuration not stated) | -13%&2% | 4.3%&1.1%
CC12CC3CC(C1)CC(CNC(=S)Nc1ccccc1)(C3)C2 | 1% | 1.3%
COc1ccc(OC)c(S(=O)(=O)N2Cc3ccccc3CC2C(=O)O)c1 (configuration not stated) | -5% | 7.3%
COC(=O)c1c(NC(=O)Cc2ccccc2)sc(C)c1C | 4% | -2.5%&-0.7%
Cc1cc(C)c(C(=O)COc2cccnc2[N+](=O)[O-])cc1C | nt | 10%
CC(C)OC(=O)c1cccnc1SCc1cc(=O)n2ccccc2n1 | 1% | -2.3%
Cc1ccccc1OCC(=O)Nc1ccc(OC(F)(F)F)cc1 | 2% | -4.4%
O=C(CS(=O)(=O)Cc1ccccc1)Nc1nc2c(s1)CCCC2 | 1% | 5.9%
Cc1ccc(-c2nc3ccccc3n2C)o1 | nt | -0.8%
NC(=O)c1nsnc1-c1ccccc1O | -10% | 4.3%
Cc1nn(Cc2cccc(C(=O)NC3CCCCC3)c2)c(C)c1Cl | nt | 1.3%
COc1cccc(CNC(=O)CSCc2cnn(-c3ccccc3)c2-n2cccc2)c1OC | nt | -1.3%
Cc1c(CNC(=O)c2nn3c(c2Cl)NC(c2ccccc2)CC3C(F)(F)F)cnn1C (configuration not stated) | -14% | 3.0%
O=C(c1ccccc1F)N1CCN(Cc2ccccc2Cl)CC1 | 2% | 3.5%
COc1ccccc1C(=O)N1CCCN(C(=O)c2ccccc2OC)CC1 | -4% | 2.5%
NC(=O)c1ccccc1NC(=O)CCCN1C(=O)CCC1=O | -8% | -0.5%
CCOc1ccc(NC(=O)CSc2nnc(-c3ccccc3)n2N)cc1 | 0% | 2.7%
Cc1cc(Nc2ccccc2)n(-c2ccccc2)n1 | -7% | -2.5%
CCN(CC)C(=O)Cn1c(=O)n(Cc2ccccc2Cl)c2c1c(=O)n(C)c(=O)n2C | -7% | 5.4%
CC1CCc2c(sc(NC(=O)c3ccccc3Br)c2C(=O)OC(C)C)C1 (configuration not stated) | -1% | 2.9%
CCCCn1c(CN2CCN(c3cccc(Cl)c3)CC2)nc2c1c(=O)n(C)c(=O)n2C | 5% | 4.5%
CC(C)(C)c1cc(C(C)(C)C)cc(S(=O)(=O)CCc2ccncc2)c1 | -1% | -0.6%
O=C(CN1C(=O)c2ccccc2S1(=O)=O)N1CCN(Cc2ccc3c(c2)OCO3)CC1 | -14% | -0.1%
CCn1c(SCC(=O)NC(C)(C)C)nc(O)cc1=O | -2% | -2.3%
CCCCC(CC)CNC(=O)CN(C)S(=O)(=O)c1cccc2nsnc12 (configuration not stated) | 5% | 1.0%
CCOC(=O)CSc1nnc(-c2ccc(Br)cc2)o1 | -4% | -0.5%
C=CCOc1ccc(C2OC34CCCCC3C(C#N)(C#N)C2(C#N)C(=N)O4)cc1 (configuration not stated) | nt | 0.5%
COc1ccc(N2CCN(C(CNC(=O)c3cccc(Cl)c3)c3cccnc3)CC2)cc1 (configuration not stated) | 1% | 2.3%
N/C(Cc1cccc2ccccc12)=N\OC(=O)c1ccc(F)cc1 | -4% | 4.2%
COc1ccc(OC)c(NC(=O)[C@H]2CC=CC[C@H]2C(=O)O)c1 | -9% | -1.1%
N#CC(C#N)C(c1ccsc1)c1c(-c2ccccc2)[nH][nH]c1=O (configuration not stated) | -4% | -3.6%
c1ccc2c(c1)CCCN2Cc1nnnn1C1CCCC1 | -5% | -5.3%
CCCOc1ccc(C(=O)Nc2scc(-c3ccc(Cl)cc3)c2C(=O)OC)cc1 | 5% | -3.0%
OC1C2CN3CCN(C2)CC1(Cc1ccccc1)C3 (configuration not stated) | nt | 0.5%
O=C(Nc1ccc(Cl)cc1)NC1CCCCC1 | nt | 1.1%
CCOC(=O)c1c(C)n(C)c2ccc(OCCN(C)C)cc12 | nt | -1.5%
COc1cccc(C(=O)N2CCN(Cc3ccccc3[N+](=O)[O-])CC2)c1OC | 3% | -2.2%
Cc1ccc(-n2ncc3c(NCc4ccccc4)ncnc32)cc1 | -10% | -2.1%
O=C(NCc1ccc(F)cc1)c1ccc(Br)cc1 | -2% | 5.5%
NC(=O)c1cc(-c2ccccc2)nc(Oc2ccccc2)n1 | -11% | 8.6%

These rows are one share of the data; count on the stated rates, not on these rows.
